# 697 NFkB inh: inhibitors of PMA/ionomycin-induced NF-kB reporter, 697 cells, primary screen, B-cell NF-kB inhibitor project, cell-based, luminescence, uHTS. 697 B-cell NF-kB luciferase reporter, 16 h. inhibition, % at 4 µM. 330,000 compounds, 0.33% hits. AID 435022, 2010; in the data active means inhibition above about 35%
# CHOP UPR activ: activators of apoptotic CHOP UPR arm, primary screen, cell-based, CHO-CHOP luciferase reporter, luminescence, uHTS | UPR activation; percent of tunicamycin response over DMSO baseline | 330,000 compounds, 0.34% hits | activation, % at 10 µM;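 active means at 10 µM dose, activation of 40% or more, normalized to positive control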;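 further: 100% = tunicamycin at 10 µg/mL and 0% = DMSO alone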
#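 System: CHO-CHOP luciferase reporter cell line; amount: 500 cells/well; buffer or medium: F12 medium containing 10% fetal bovine serum; incubation: 6 h compound exposure at 37 °C after overnight seeding; measured by: luciferase luminescence after 10 min with Steady-Glo reagent; evaluation: % reporter activation, DMSO baseline versus tunicamycin full activation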
# Mdm2 MdmX PPI: inhibitors of human Mdm2-MdmX association, primary screen, cell-based, luminescence, split luciferase, SaOS-2, uHTS; Protein Mdm4 (Homo sapiens) + E3 ubiquitin-protein ligase Mdm2 (Homo sapiens), …; SaOS-2 split-luciferase Mdm2/MdmX complementation; inhibition, % at 8 µM; 330,000 compounds, 3% hits; AID 485346, 2010;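 active means inhibition of at least 50% at 8 µM in the primary screen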
# Target sequence (O15151 whole entry, looked up): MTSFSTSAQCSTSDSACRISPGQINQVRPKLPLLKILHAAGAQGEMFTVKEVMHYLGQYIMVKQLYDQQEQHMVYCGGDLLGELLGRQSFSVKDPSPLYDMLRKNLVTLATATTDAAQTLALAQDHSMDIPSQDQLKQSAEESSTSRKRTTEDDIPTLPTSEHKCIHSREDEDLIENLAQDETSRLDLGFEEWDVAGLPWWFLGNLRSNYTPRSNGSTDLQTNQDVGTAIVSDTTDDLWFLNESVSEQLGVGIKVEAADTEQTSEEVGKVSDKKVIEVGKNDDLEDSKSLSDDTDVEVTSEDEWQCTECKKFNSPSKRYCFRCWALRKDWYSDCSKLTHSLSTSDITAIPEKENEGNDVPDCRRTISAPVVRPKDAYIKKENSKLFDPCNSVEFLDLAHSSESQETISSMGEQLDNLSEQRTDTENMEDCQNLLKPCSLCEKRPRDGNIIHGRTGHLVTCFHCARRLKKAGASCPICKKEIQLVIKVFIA
# Target sequence (Q00987 whole entry, looked up): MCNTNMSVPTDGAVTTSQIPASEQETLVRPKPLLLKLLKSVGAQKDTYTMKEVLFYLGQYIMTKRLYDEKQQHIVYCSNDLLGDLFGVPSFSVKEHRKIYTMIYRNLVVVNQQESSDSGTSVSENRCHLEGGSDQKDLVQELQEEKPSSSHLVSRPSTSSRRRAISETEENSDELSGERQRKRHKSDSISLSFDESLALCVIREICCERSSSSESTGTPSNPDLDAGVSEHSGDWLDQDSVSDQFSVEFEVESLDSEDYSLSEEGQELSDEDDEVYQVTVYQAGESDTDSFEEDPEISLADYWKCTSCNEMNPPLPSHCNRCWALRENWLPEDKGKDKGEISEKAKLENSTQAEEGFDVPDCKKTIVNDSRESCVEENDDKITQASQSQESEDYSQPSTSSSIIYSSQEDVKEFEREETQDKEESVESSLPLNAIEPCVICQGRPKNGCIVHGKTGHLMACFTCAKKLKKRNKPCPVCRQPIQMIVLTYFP
# tim10-1 inh: growth inhibitors of tim10-1 mutant yeast, primary screen, luminescence, uHTS | S. cerevisiae tim10-1 ts strain growth, BacTiter-Glo, 24 h | inhibition, % at 20 µM | 330,000 compounds, 2.2% hits | AID 463190, 2010;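 active means inhibition of at least 40%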;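 further: mutant grown at 25 °C; 0% = DMSO wells with yeast and 100% = wells holding no yeast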
# Jurkat NFkB inh: inhibitors of induced NF-kB luciferase reporter, primary screen, TCR NF-kB activation inhibitor project, cell-based, luminescence, uHTS; Jurkat, PMA/ionomycin-induced NF-kB luciferase reporter; inhibition, % at 4 µM; 330,000 compounds, 0.53% hits; AID 435003, 2010; in the data active means inhibition above about 50%
# TIM10 inh: growth inhibitors of isogenic TIM10 control yeast, primary screen, counter-screen for tim10-1 yeast inhibitor project, luminescence, uHTS; AID 463195, 2010; inhibition, % at 10 µM; 330,000 compounds, 1.4% hits; S. cerevisiae TIM10 strain growth, BacTiter-Glo luminescence, 24 h;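 active means inhibition of 40% or more at the single tested concentration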;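 further: wild-type TIM10 isogenic control strain grown at permissive 25 °C; 0% = DMSO yeast wells and 100% = minimal medium wells without yeast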
# tim23-1 inh: growth inhibitors of tim23-1 mutant yeast, primary screen, luminescence, uHTS. S. cerevisiae tim23-1 growth, BacTiter-Glo luminescence, 24 h. inhibition, % at 20 µM. AID 463212, 2010. 330,000 compounds, 1.3% hits;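 active means growth inhibition of the mutant yeast at or above 50%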;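 further: temperature-sensitive mutant grown at 25 °C; plate controls were DMSO-treated mutant yeast for no effect and medium wells lacking yeast for full effect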
# UPR XBP1 act: activators of adaptive XBP1 UPR arm, primary screen, cell-based, CHO-XBP1 luciferase reporter, luminescence, uHTS. IRE1-XBP1 UPR activation; percent of tunicamycin response, DMSO as zero. activation, % at 20 µM. 330,000 compounds, 0.33% hits. AID 463104, 2010;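 active means versus positive control, 20 µM dose yields 30% or more activation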;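 further: 100% = tunicamycin at 10 µg/mL and 0% = DMSO only wells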
#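 Material: CHO-XBP1 cells stably carrying IRE1-XBP1-driven luciferase reporter | Medium: F12 with 10% serum | Compound dosing: 20 µM single concentration, DMSO 1% | Incubation: Overnight seeding at 37 °C, 6 h compound treatment at 37 °C | Detection: Steady-Glo luminescence read | Read-out basis: % activation of reporter signal versus tunicamycin and DMSO controls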
# Starred values were filed as active, the others as inactive.
# Each structure is followed by: 697 NFkB inh	CHOP UPR activ	Mdm2 MdmX PPI	tim10-1 inh	Jurkat NFkB inh	TIM10 inh	tim23-1 inh	UPR XBP1 act
O=[N+]([O-])c1nn(-c2ccc3c(c2)OCCO3)n(O)c1=NC1CCCCC1
→ -43.0	3.7	-9.1	56.2*	-24.6	49.4*	46.3	-0.8
COc1ccc(-c2ccc(S(=O)(=O)N3CCCC3)cc2)cc1
→ -2.4	-1.4	-19.3	-11.8	7.5	11.9	27.6	6.9
CCCCNc1c2c3c(cccc3n(C)c1=O)C(=O)c1ccccc1-2
→ 11.8	-0.8	51.1*	21.9	6.5	-13.5	-2.7	-0.2
O=C(Nc1ccc(N2CCOCC2)cc1)C1CCCCC1
→ -19.9	1.0	17.1	8.7	-41.5	-24.5	7.2	0.3
CCOC(=O)c1c(NC(=O)C[n+]2ccc(Cc3ccccc3)cc2)sc(C)c1C
→ 17.4	3.7	26.8	3.6	-2.5	-6.6	8.5	-3.8
Cc1cc(C)cc(C(=O)OCC(=O)Nc2ncccn2)c1
→ 16.5	0.8	1.5	0.1	-0.7	-11.5	-10.2	-1.5
CCOc1ccc2nc(NC(NC(=O)CC)(C(=O)OC)C(F)(F)F)sc2c1 (stereo not drawn)
→ 11.9	-2.3	-6.4	19.6	-5.1	-6.4	17.1	-0.5
CCC(C)(C(=O)NC1CCCCC1)N(Cc1ccco1)C(=O)c1cnccn1 (stereo not drawn)
→ 18.6	-1.0	19.7	5.1	-1.8	-0.1	17.2	-2.5
COc1ccc(Cc2nnc(SCC(=O)c3ccc4c(c3)NC(=O)CO4)o2)cc1
→ -1.4	0.6	18.3	-7.9	14.6	-7.5	1.1	0.0
Cc1ccc(SCC(=O)N=C2NC(=O)CS2)cc1
→ 3.9	-1.1	5.0	-5.0	12.7	3.6	0.3	-2.9
O=C(NCc1ccccc1)C(c1ccccc1)N(C(=O)c1csnn1)C1CCCC1 (stereo not drawn)
→ -4.6	-1.0	5.6	-1.2	3.3	17.4	12.6	0.8
O=C(N/N=C/c1ccccc1OC(F)F)c1cc(-c2ccncc2)nc2ccccc12
→ -36.0	-3.2	24.6	5.8	21.6	11.9	29.6	9.7
CS(=O)(=O)c1ccc(Sc2nc3ccccc3[nH]2)c([N+](=O)[O-])c1
→ 21.5	2.9	7.1	10.0	3.0	1.3	10.5	0.7
Cc1cccc2cc(C#N)c(NCCNC(=S)NCCCN3CCOCC3)nc12
→ 7.8	1.8	3.1	12.3	-4.9	11.6	-6.4	-1.0
O=c1c2cn(Cc3ccc(F)cc3)c3ccc(F)cc3c-2nn1Cc1ccc(F)cc1
→ -2.7	2.2	4.8	-38.4	0.9	1.5	-5.4	0.1
CCOc1ccccc1NC(=O)CN1C(=O)COc2ccc(C)cc21
→ 3.2	1.3	18.0	-14.9	5.0	-1.4	18.4	-3.3
Cc1c(C(=O)N2CCC(C)CC2)sc2ncnc(N(C)c3ccccc3)c12
→ 9.0	-0.6	10.0	14.0	11.3	23.1	15.6	-1.1
CC(C)CNC(=O)CN1C(=O)NC2(CCCc3ccccc32)C1=O (stereo not drawn)
→ 7.3	0.8	26.8	-20.6	-7.7	-8.0	3.6	-0.7
CN(/N=C/c1cccnc1)c1cnc2ccccc2n1
→ -138.5	2.6	-130.2	-18.7	-132.0	29.4	12.6	2.8
CCn1cnc2c1c(=O)n(CC(=O)OC)c(=O)n2Cc1ccccc1
→ 5.0	1.0	-21.8	16.3	11.5	11.0	7.6	-2.1

# The list goes on.
# Each structure is followed by: 697 NFkB inh	CHOP UPR activ	Mdm2 MdmX PPI	tim10-1 inh	Jurkat NFkB inh	TIM10 inh	tim23-1 inh	UPR XBP1 act
CS(=O)(=O)N(CC(=O)N1CCCCC1)Cc1ccc(Cl)cc1
→ -9.2	-0.8	-5.4	16.8	5.8	-23.5	15.1	-1.8
CNC(=O)/C(C#N)=C/c1ccc(-c2ccccc2[N+](=O)[O-])o1
→ 7.8	2.9	-4.6	13.1	-3.9	19.7	19.3	4.0
COc1ccc(NC(=O)C2CCCN2C(=O)NC2CCCCC2)c(OC)c1 (stereo not drawn)
→ 17.7	1.3	20.6	-0.4	17.4	4.2	1.2	-3.4
Cc1ccc(CN2CCSc3ccc(C(=O)NCCCN4CCN(C)CC4)cc32)cc1
→ -9.1	3.6	30.8	-9.5	-5.2	-13.8	-46.4	0.7
O=C(Nc1nc(-c2ccc(Cl)s2)cs1)c1cccs1
→ -50.2	5.2	-19.4	41.9*	-32.2	36.2	49.4	13.0
CCCNc1c(NC(=O)c2ccc3c(c2)OCO3)c(=O)oc2ccccc12
→ -16.9	-0.3	-1.4	0.4	13.8	5.3	3.4	-0.9
Cc1c(C(=O)N(Cc2ccccc2)C2CCS(=O)(=O)C2)oc2ccccc12 (stereo not drawn)
→ 8.4	1.5	-1.4	19.9	2.5	13.9	35.1	-0.7
CCN1CCN(S(=O)(=O)c2ccc(Cl)c(C(=O)Nc3nnc(CC(C)C)s3)c2)CC1
→ -15.5	-1.4	9.3	14.6	12.4	-0.6	14.8	-6.7
CC(=O)Nc1ccc(OCC(=O)NCCc2ccc(Cl)cc2)cc1
→ -1.5	-1.2	-2.2	14.7	0.5	17.2	6.5	-4.3
COc1ccccc1CN1CCN(C(=O)c2ccncc2)CC1
→ -1.9	-3.9	-16.6	14.0	-12.0	1.9	-0.2	-7.3
CCOC(=O)N1CCC2(CC1)C(C#N)=C(N)Oc1c2c(C)nn1-c1cccc(Cl)c1
→ 18.3	1.6	0.4	30.8	5.9	43.8*	58.4*	-2.2
CCS(=O)(=O)c1ccc2oc(SCC(=O)Nc3ccc(OC)cc3OC)nc2c1
→ 3.0	-0.1	-4.9	7.9	4.4	7.2	-2.2	0.9
CC(C)n1c(=S)[nH]c2cc(C(F)(F)F)ccc21
→ 8.2	1.1	0.7	18.6	-3.7	12.3	42.1	2.4
CCOc1ccc(OCc2ccc(C(=O)N(CC)CC)cc2)cc1
→ -49.1	3.4	-11.4	26.5	-7.8	8.0	17.7	-0.3
O=C(Nc1ccn(Cc2ccccc2F)n1)c1ccc(COc2cccc(Br)c2)cc1
→ -103.5	-1.7	-41.4	19.1	-4.2	31.5	9.0	-4.3
CC(C)Oc1ccc(S(=O)(=O)N2CCCCC2)cc1NC(=O)C1CSC2(C)CCC(=O)N12 (stereo not drawn)
→ -11.7	-1.5	5.8	8.1	-6.5	8.0	16.7	1.4
CC(C)OCCCNc1ncnc2c1[nH]c1ccc(F)cc12
→ -24.6	5.7	7.8	5.1	41.4	6.2	-5.8	-0.3
O=C(COC(=O)c1cncc(Br)c1)NCc1ccc(F)cc1
→ 15.1	0.4	17.6	12.1	5.1	3.0	11.2	-0.5
Cc1ccc(CN(C)C(=O)C2CCCN2C(=O)c2cccs2)o1 (stereo not drawn)
→ 12.4	-0.6	-3.8	8.4	11.5	-0.5	11.3	0.3
COc1cc2c(cc1OC)C(c1ccccc1N)=NCC2
→ -12.1	0.5	8.5	-5.4	6.4	-2.3	3.1	0.3

# Part of the list above in order of formula weight, rising:
# Each structure is followed by: 697 NFkB inh	CHOP UPR activ	Mdm2 MdmX PPI	tim10-1 inh	Jurkat NFkB inh	TIM10 inh	tim23-1 inh	UPR XBP1 act
COc1cc2c(cc1OC)C(c1ccccc1N)=NCC2
→ -12.1	0.5	8.5	-5.4	6.4	-2.3	3.1	0.3
COc1ccccc1CN1CCN(C(=O)c2ccncc2)CC1
→ -1.9	-3.9	-16.6	14.0	-12.0	1.9	-0.2	-7.3
CCOC(=O)N1CCC2(CC1)C(C#N)=C(N)Oc1c2c(C)nn1-c1cccc(Cl)c1
→ 18.3	1.6	0.4	30.8	5.9	43.8*	58.4*	-2.2

# The listing continues:
# Each structure is followed by: 697 NFkB inh	CHOP UPR activ	Mdm2 MdmX PPI	tim10-1 inh	Jurkat NFkB inh	TIM10 inh	tim23-1 inh	UPR XBP1 act
COCCNC(=O)C(c1cccc(OC)c1)N(Cc1cccs1)C(=O)Cn1nnc2ccccc21 (stereo not drawn)
→ 9.0	1.5	20.1	14.2	-24.9	-4.1	5.3	0.0
CCOC(=O)/C(=N\Nc1ccc(Cl)cc1)Sc1nnc(-c2ccc(OC)cc2)n1C
→ 1.8	0.3	18.6	10.2	19.8	19.6	26.4	-0.9
Cc1ccc(C2=NS(=O)(=O)N(C)C(C(=O)NCc3ccc4c(c3)OCO4)=C2)cc1
→ 15.8	0.5	-10.7	-3.7	15.8	-10.5	-5.3	-0.7
O=C(CN1CCOCC1)Nc1ccc(OCc2ccccc2)cc1
→ 13.4	0.5	-9.8	16.5	-3.1	3.0	14.8	3.2
COc1ccc(C(=O)Nc2nnc(SCC(=O)NC3CC3)s2)cc1
→ 27.2	-5.0	28.6	-0.8	-10.3	-3.9	2.6	-10.9
Cc1cc(C)nc(N(C#N)CN2C(=O)c3ccccc3S2(=O)=O)n1
→ 19.6	3.9	25.7	18.2	5.8	14.0	23.9	-2.3
CC(=O)n1cc(/C=N/NC(=O)c2ccccc2O)c2ccccc21
→ -22.9	0.1	8.5	3.7	-17.1	-6.3	10.9	0.2
O=C(NCc1ccccn1)c1ccc(Cl)c(NC2=NC3CS(=O)(=O)CC3S2)c1 (stereo not drawn)
→ -2.4	0.2	1.0	16.5	13.1	-3.7	10.8	-2.7
COc1ccc(N2C(=O)CCC2(C#N)c2ccc(Br)cc2)cc1 (stereo not drawn)
→ 3.2	-0.5	-15.2	28.4	-6.0	-1.2	31.8	1.9
COCC(=O)Nc1cc(C(=O)Nc2cccc(C)c2C)ccc1Cl
→ -3.3	1.2	20.9	1.3	-8.1	9.1	14.5	-0.3
COc1cccc(OC)c1NC(=O)C1CCCN1C(=O)NCc1ccccc1 (stereo not drawn)
→ 10.8	-0.5	-24.9	4.1	23.1	10.6	8.4	-1.6
Cc1ccc(-c2ccc(S(=O)(=O)N3CCCC3)cc2)cc1
→ -16.0	-2.8	7.3	12.0	-14.3	-6.1	19.3	1.2
COC(=O)CCc1sc(Nc2ccccc2)nc1-c1ccc(OC)cc1
→ -129.6	6.7	-31.8	37.5	-134.9	24.2	34.5	1.6
Cc1ccc(N2C(=O)C3C4C=CC(CC4)C3C2=O)cc1[N+](=O)[O-] (stereo not drawn)
→ 9.0	-0.8	7.7	1.3	5.5	5.7	10.5	-3.2
COCCNC(=O)Cn1nc(-c2ccccc2OC)ccc1=O
→ 5.9	-1.1	-8.1	4.9	10.6	5.0	-3.4	-3.3
CN1C(=O)Cc2cc(S(=O)(=O)Nc3ccc(Cl)cc3)ccc21
→ -17.1	0.3	-11.6	10.8	-4.8	8.1	11.5	0.2
O=C1C(Cl)=C(N2CCOCC2)C(=O)N1c1ccccc1Cl
→ -4.5	-1.3	3.6	16.0	-14.8	1.5	21.9	-4.0
COCCNC(=S)N1CCc2cc(OC)c(OC)cc2C1COc1cc(C)cc(C)c1 (stereo not drawn)
→ -15.1	-1.4	33.1	32.1	-9.0	11.6	26.1	3.5
COc1ccc(-c2nc(CS(=O)(=O)CC(=O)NCc3cccc(F)c3)c(C)o2)cc1
→ 11.9	0.4	9.0	10.2	2.7	9.1	4.2	-3.1
COCc1cc(C)nc2sc(C(=O)OC(C)C)c(N)c12
→ -14.0	0.5	13.0	2.3	-3.6	7.0	21.7	5.8
O=S(=O)(Nc1ncccn1)c1ccccc1
→ -6.8	-1.7	8.2	-6.2	-3.6	-7.1	-2.6	-3.4

# Bioassay records deposited in PubChem BioAssay by Sanford-Burnham Center for Chemical Genomics.
